PDI inh: PDI (human) enzyme inhibition. PDI insulin aggregation turbidity, A650, 90 min. inhibition, % at 10 µM. hit rate 0.052% among 350,000. AID 588391;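 active = mean inhibition across replicates of 30% or more, whatever share of single replicates reach that level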;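 also: absorbance from insulin aggregation driven by PDI reduction with DTT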
Target sequence (P07237 whole entry, looked up): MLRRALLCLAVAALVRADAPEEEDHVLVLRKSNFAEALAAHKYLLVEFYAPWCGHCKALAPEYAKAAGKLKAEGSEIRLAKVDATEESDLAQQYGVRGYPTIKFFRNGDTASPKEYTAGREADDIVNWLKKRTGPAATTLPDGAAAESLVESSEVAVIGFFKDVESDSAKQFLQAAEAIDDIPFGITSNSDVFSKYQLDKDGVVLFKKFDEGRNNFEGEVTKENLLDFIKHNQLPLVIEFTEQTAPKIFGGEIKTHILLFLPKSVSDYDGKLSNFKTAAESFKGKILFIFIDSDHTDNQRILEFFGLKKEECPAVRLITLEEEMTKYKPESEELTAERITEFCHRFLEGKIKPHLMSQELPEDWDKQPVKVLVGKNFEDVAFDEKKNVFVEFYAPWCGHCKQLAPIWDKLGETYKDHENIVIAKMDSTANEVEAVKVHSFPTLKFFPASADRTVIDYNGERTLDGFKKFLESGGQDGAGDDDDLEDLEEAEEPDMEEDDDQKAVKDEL
Granule exo inh: blocks lytic granule exocytosis; TALL-104 LAMP-1 surface exposure, flow cytometry; cells stimulated with thapsigargin and PMA; hit rate 0.66% among 360,000; inhibition, % at 10 µM;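 active = inhibition above about 55%, limit read from the data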
H9c2 protect: modulators protecting cardiomyocytes from myocardial damage. AID 588492. hit rate 0.63% among 360,000. protection from H2O2 cell death, % at 20 µM. H9c2 cardiomyocytes, H2O2 injury protection, ATPLite, 2 h;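 active = compounds giving at least 50% protection of heart cells from peroxide-induced death in the single-dose screen, raw or plate-pattern-corrected value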;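 also: 0% = DMSO wells with peroxide and 100% = DMSO wells without peroxide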
CaV13 FRET inh: Disruptors of the CACNA1D IQ motif to Ca2+-dependent inactivation inhibitor domain association, primary screening, Förster resonance energy transfer in intact living …; hit rate 0.098% among 340,000; HEK cells, CFP/YFP FRET ICDI-IQ, plate reader, 10 min; percent FRET-ratio fall versus neutral wells; inhibition, % at 12.3 µM;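 active = mean replicate inhibition of at least 30% and at least 1% of replicates passing that level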;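 also: 0% = median of the neutral control wells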
HTR2A ag: activates the mouse 5-HT2A serotonin receptor; P35363; CHO-K1 mHTR2A beta-arrestin complementation, luminescence; percent of 30 µM serotonin response; activation, % at 7.6 µM; hit rate 0.66% among 360,000; AID 624169;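 active = activation above a run cutoff, the mean activation of all tested compounds plus 3 SD, cut at about 14% in these data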;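 also: 0% = plate median of compound wells and 100% = 30 µM serotonin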
ABCB6 inh 2: human ABCB6 transporter inhibition | fluorescence ratio to DMSO, % at 10 µM | K562-ABCB6 porphyrin accumulation, flow cytometry, 1 h; active compounds read low | AID 602162 | hit rate 0.19% among 360,000 | Q9NP58;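 active = fluorescence ratio to DMSO below 75%, the collection mean minus 3 SD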;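 also: signal is porphyrin accumulated inside mitochondria; 100% equals median channel fluorescence of DMSO control wells; lower ratio means ABCB6 inhibition with less porphyrin fluorescence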
Vif imaging: inhibitors of HIV Vif; HEK293T cells, Vif self-association by quenched fluorescence, imaging, 24 h; inhibition, % at 7.49 µM; hit rate 0.35% among 340,000; in the data active = inhibition above about 50%, passing the limit was not always enough; also: some results filed as inactive read as strong as hits
N-glyco inh: N-linked glycosylation inhibition; hit rate 0.23% among 360,000; reporter increase, % at 12.5 µM; D54 ERlucT glycosylation luciferase reporter, 24 h; percent of 100 nM tunicamycin response;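 active = mean luciferase reporter signal, scaled so untreated is 0 and the glycosylation-blocking control 100, at or above a set limit in every replicate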;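 also: luciferase carries N-glycosylation sites so blocking glycosylation raises the light; 0% = median of neutral control wells and 100% = median of 100 nM tunicamycin wells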
hiPSC survival: enhancers of human iPSC single-cell survival; hiPSC single-cell survival, ATPlite luminescence; 100% = ROCK inhibitor wells, 0% = DMSO; survival enhancement, % at 20 µM; hit rate 0.044% among 360,000; in the data active = survival enhancement above about 18%;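 also: cells exposed to compounds for 16 hours before the ATP read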
aDG glyco act: increases alpha dystroglycan glycosylation | hit rate 0.22% among 360,000 | AID 624168 | Pro5-aDG cells, alpha-DG glycosylation AlphaScreen (IIH6); 0% Pro5, 100% B10-LARGE cell signal | activation, % at 10 µM;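 active = activation of at least 8% versus controls, or a plate z-score of at least 8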;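 also: Pro5 are CHO cells carrying HIG-tagged alpha-DG that lacks glycosylation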
* marks the source's active call; other numbers are inactive results; nt = no result given.

item | SMILES | PDI inh | Granule exo inh | H9c2 protect | CaV13 FRET inh | HTR2A ag | ABCB6 inh 2 | Vif imaging | N-glyco inh | hiPSC survival | aDG glyco act
1 | CC(c1nnc(SCC(=O)NC(=O)NCc2ccco2)n1-c1ccc(Cl)cc1)N(C)C (configuration not stated) | 2 | 6 | 4 | -10 | -8 | 99 | -2 | -3 | 0.1 | 0.0
2 | Cc1ccc(-c2nnn(CC(=O)N(c3cnc4ccccc4c3)C(C(=O)NC3CCCC3)c3ccncc3)n2)o1 (configuration not stated) | -2 | -4 | 1 | -8 | 4 | 85 | -4 | -3 | -1.4 | 0.2
3 | Cc1ccc(C(=O)NC2CCS(=O)(=O)C2)cc1S(=O)(=O)N1CCCC1 (configuration not stated) | -2 | -2 | 6 | -5 | 4 | 99 | -4 | 0 | 0.0 | 0.2
4 | COC(CNC(=O)c1cn(C)c2ccc(S(=O)(=O)N(C)C3CCCCC3)cc2c1=O)OC | 4 | -14 | 3 | -2 | 4 | 98 | -6 | 3 | 1.9 | 0.0
5 | COc1ccc(C2Nc3ccccc3C(=O)N2NC(C)=O)c(OC)c1 (configuration not stated) | -3 | -9 | -3 | -7 | 7 | 97 | 8 | 0 | -0.5 | -0.1
6 | COc1ccc(C2C3=C(CCCC3=O)N(CC(=O)O)C3=C2C(=O)CCC3)cc1Br | -26 | -3 | -3 | 0 | -2 | 99 | 6 | 3 | 1.3 | 0.1
7 | CCOC(=O)c1cc2cc(C)ccc2[nH]1 | -2 | 0 | -31 | -4 | -2 | 88 | nt | -2 | 0.4 | 0.0
8 | O=C(CSCC(=O)N1CCCc2ccccc21)Nc1nc(-c2ccccc2)cs1 | nt | -3 | 0 | -5 | -3 | 105 | nt | -1 | -0.2 | 5.2
9 | Cc1ccc2c(CC(=O)NC3CCS(=O)(=O)C3)coc2c1C (configuration not stated) | 3 | 6 | -2 | -14 | -6 | 100 | -3 | 1 | -0.5 | 0.0
10 | NC(=O)c1ccccc1NC(=O)/C=C/c1c(Cl)cccc1Cl | -1 | -4 | 20 | -5 | 5 | 93 | -11 | -2 | -1.5 | -0.2
11 | COc1ccc(/C(C)=N/N=C2/NC(=O)CC(C(=O)O)S2)cc1F (configuration not stated) | 4 | -1 | 4 | 0 | 3 | 98 | 5 | 2 | 0.4 | 0.2
12 | O=C1Nc2ccc(Cl)cc2C(C#CC2CC2)(C(F)(F)F)O1 (configuration not stated) | -4 | -4 | -23 | -6 | 2 | 100 | -5 | 1 | 3.4 | 0.5
13 | Cc1cccc(-n2nc3c(c2NC(=O)C(C)C)CS(=O)(=O)C3)c1C | -1 | -6 | 4 | -16 | 1 | 101 | 12 | 1 | -0.5 | -0.1
14 | CCOC(=O)C1(CCOc2ccccc2)CCN(Cc2ccc(COC)o2)CC1 | 28 | -1 | -1 | -5 | -9 | 100 | -16 | -2 | -1.6 | 1.4
15 | Cc1cccc(-c2noc(CCc3ccccc3)n2)c1 | nt | 0 | -18 | 6 | 5 | 104 | 1 | 0 | -2.2 | 0.1
16 | CCOc1ccc(C(=O)NC(C)C2COc3ccccc3O2)cc1 (configuration not stated) | 7 | 1 | -4 | -4 | -5 | 97 | 1 | 1 | 0.9 | -0.1
17 | Cc1c(CC(=O)NCC(C)C)c(=O)oc2cc3c(cc12)CCC(C)(C)O3 | -5 | 4 | -12 | -4 | 8 | 90 | -1 | 2 | 0.2 | 0.1
18 | CC1=C(C(=O)Nc2cc(C(=O)N3CCC(C)CC3)ccc2C)SCCO1 | 4 | -6 | 1 | -12 | 3 | 94 | 1 | -1 | 0.5 | 0.2
19 | Cc1nc2oc(C(=O)c3ccc(Br)cc3)c(N)c2c2c1COC(C)(C)C2 | 12 | -4 | 11 | -1 | 6 | 101 | 1 | 3 | 8.0 | 0.2
20 | Cc1ccc(-c2nc3ncccc3o2)cc1NC(=O)c1cccnc1 | -7 | -1 | -1 | 6 | -4 | 98 | 6 | -1 | -3.3 | 0.3
21 | COc1ccc(C(c2nnnn2C(C)(C)C)N2CCN(c3nc4ccccc4s3)CC2)cc1OC (configuration not stated) | 13 | 2 | 5 | 1 | -3 | 100 | 1 | 2 | 1.2 | -0.2
22 | COc1cc(/C=C2\SC(N)=NC2=O)ccc1OCC(=O)Nc1ccccc1C | -4 | 2 | 54* | -3 | -5 | 94 | -3 | -5 | -0.4 | 0.1
23 | NC(=O)c1ccc(N=Cc2c(O)ccc3ccccc23)cc1 | 7 | 9 | 15 | -4 | 2 | 95 | 4 | 3 | -0.7 | 0.0
24 | O=C(Nc1ccc(N2CCN(C(=O)c3ccco3)CC2)cc1)c1ccc(F)cc1 | 2 | -2 | 2 | nt | -4 | 97 | -4 | -8 | -1.6 | 0.1
25 | COc1ccc(OCc2cc(C(=O)NC(C)c3csc(C)n3)no2)c(Cl)c1 (configuration not stated) | -30 | 0 | -3 | -5 | -8 | 99 | 0 | -3 | -0.3 | 0.2
26 | CCOc1ccc(-n2nnnc2SCC(=O)Nc2ccc(NC(C)=O)cc2)cc1 | 5 | -12 | -2 | -2 | 0 | 98 | 7 | -2 | 0.2 | 0.1
27 | COc1ccccc1NS(=O)(=O)c1cc([N+](=O)[O-])ccc1N/N=C/c1c(C)[nH]c2ccccc12 | -4 | 32 | -8 | -7 | 4 | 925 | nt | -3 | -1.5 | -0.1

Molecules listed so far with a COOH group, in the order listed:
item | SMILES | PDI inh | Granule exo inh | H9c2 protect | CaV13 FRET inh | HTR2A ag | ABCB6 inh 2 | Vif imaging | N-glyco inh | hiPSC survival | aDG glyco act
6 | COc1ccc(C2C3=C(CCCC3=O)N(CC(=O)O)C3=C2C(=O)CCC3)cc1Br | -26 | -3 | -3 | 0 | -2 | 99 | 6 | 3 | 1.3 | 0.1
11 | COc1ccc(/C(C)=N/N=C2/NC(=O)CC(C(=O)O)S2)cc1F (configuration not stated) | 4 | -1 | 4 | 0 | 3 | 98 | 5 | 2 | 0.4 | 0.2

Full records, quoted from the list. Screens in order: PDI inh, Granule exo inh, H9c2 protect, CaV13 FRET inh, HTR2A ag, ABCB6 inh 2, Vif imaging, N-glyco inh, hiPSC survival, aDG glyco act
`COC(CNC(=O)c1cn(C)c2ccc(S(=O)(=O)N(C)C3CCCCC3)cc2c1=O)OC` as listed: 4, -14, 3, -2, 4, 98, -6, 3, 1.9, 0.0
`COc1ccc(/C(C)=N/N=C2/NC(=O)CC(C(=O)O)S2)cc1F` (configuration not stated) as listed: 4, -1, 4, 0, 3, 98, 5, 2, 0.4, 0.2
`CC1=C(C(=O)Nc2cc(C(=O)N3CCC(C)CC3)ccc2C)SCCO1` as listed: 4, -6, 1, -12, 3, 94, 1, -1, 0.5, 0.2
`COc1ccc(C2C3=C(CCCC3=O)N(CC(=O)O)C3=C2C(=O)CCC3)cc1Br` as listed: -26, -3, -3, 0, -2, 99, 6, 3, 1.3, 0.1
`COc1ccc(OCc2cc(C(=O)NC(C)c3csc(C)n3)no2)c(Cl)c1` (configuration not stated) as listed: -30, 0, -3, -5, -8, 99, 0, -3, -0.3, 0.2

Compound activity deposited in PubChem BioAssay by several laboratories.
